# Bioassay records (PubChem BioAssay)
# NPYLR7 ag: agonists of mosquito NPYLR7 receptor, primary screen, cell-based, Aedes aegypti, calcium fluorescence, mosquito biting behavior; Aedes aegypti neuropeptide Y-like receptor 7 (NPYLR7); HEK293T NPYLR7/Galpha15, GCaMP6s calcium fluorescence; activation, % at 10 µM; hit rate 0.15% among 270,000; AID 1259423, 2018; in the data active = activation above about 40%;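 also: 0% = vehicle and 100% = reference agonist at the receptor; some compounds past the cut are filed as inactive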
# hcGAS lum: Primary biochemical luminescence assay for human cyclic GMP-AMP synthase inhibitors; Q8N884; recombinant h-cGAS, ATP depletion, Kinase-Glo luminescence; inhibition, % at 12.5 µM; hit rate 0.081% among 290,000; AID 1259398, 2018;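 also: 0% = vehicle reaction and 100% = reaction without DNA for no activity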
# Target sequence (Q8N884 whole entry, looked up): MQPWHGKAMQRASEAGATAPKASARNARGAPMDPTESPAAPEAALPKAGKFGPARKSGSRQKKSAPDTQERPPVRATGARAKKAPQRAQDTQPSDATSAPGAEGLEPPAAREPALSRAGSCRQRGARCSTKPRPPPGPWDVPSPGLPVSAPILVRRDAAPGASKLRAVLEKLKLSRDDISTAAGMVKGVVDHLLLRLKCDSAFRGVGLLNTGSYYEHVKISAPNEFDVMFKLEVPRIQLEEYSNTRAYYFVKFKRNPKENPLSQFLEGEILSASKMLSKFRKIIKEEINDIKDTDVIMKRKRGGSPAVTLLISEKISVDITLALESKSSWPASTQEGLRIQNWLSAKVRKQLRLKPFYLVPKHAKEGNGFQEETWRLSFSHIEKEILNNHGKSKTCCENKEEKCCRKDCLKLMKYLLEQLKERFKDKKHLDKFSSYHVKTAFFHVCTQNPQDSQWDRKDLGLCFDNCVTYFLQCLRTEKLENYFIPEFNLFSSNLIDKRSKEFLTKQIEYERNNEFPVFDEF
# mcGAS lum: cyclic GMP-AMP synthase inhibitors, mouse, primary biochemical chemiluminescence; recombinant cGAS, Kinase-Glo ATP depletion luminescence; inhibition, % at 12.5 µM; hit rate 0.15% among 160,000;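 also: 0% = negative control wells and 100% = reference inhibitor with no enzyme activity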
# An asterisk follows results filed as active; . = no result given; & = joins results of further samples. Rule as the data show it, unless noted: active = inhibition above about 40%; inactive = the rest.
1: COc1ccc(CC(=O)Nc2ccc(-n3nc(OCC(C)C)nc3-c3ccccc3C)cc2)cc1
2: CC1(C(=O)NS(=O)(=O)Cc2ccccc2)CCN1C(=O)CC(c1ccccc1)c1ccccc1 (centres undefined)
3: CS(=O)(=O)NC1=NCN(CC2CCCO2)CN1 (centres undefined)
4: O=C(N/N=C\c1ccc(O)cc1)c1ccc(=O)[nH]n1
5: COc1ccc(-n2c(Cc3ccccc3)nnc2SCc2ccc(C(=O)NC3CC3)cc2)cc1
6: CC1(C(=O)n2ncnc2N)CC1(Br)Br (centres undefined)
7: CC(=O)C1(C)ON=C2c3ccccc3CCC2N1O (centres undefined)
8: Cn1cc(C(=O)N2CCOCC2)cc(NC(=O)c2cc(Cl)ccc2Cl)c1=O
entry no.,1,2,3,4,5,6,7,8
NPYLR7 ag,-6,-4,.,-3,-9,-5,17,-9
hcGAS lum,-3,-8,-4,8,-6,-2,-1,1
mcGAS lum,0,-3,-7,.,-4,.,-4,-1

9: Cc1cc(CNC(=O)C(C)Cn2nc(C)nc2C)c2[nH]c(C)c(C)c2c1 (centres undefined)
10: CN(C)c1ncccc1CNC(=O)c1ccc(Cn2ccnc2)o1
11: CCn1c(C2CCNCC2)nn(CC2CN(Cc3ccccc3)CCO2)c1=O (centres undefined)
12: O=C(C=Cc1ccc2c(c1)OCO2)c1ccc(Br)cc1
13: C=CCN(Cc1ccccc1)C(=O)c1cc(N)n[nH]1
14: CCN1CCN(C(=O)c2cnn(-c3ccc(Cl)cc3)c2-c2ccccc2)CC1
15: Cc1cnccc1CN(C)Cc1cc2ccccc2o1
16: Cn1cc(S(=O)(=O)N2CCN(S(=O)(=O)c3ccc(C(C)(C)C)cc3)CC2)cc1C(N)=O
entry no.,9,10,11,12,13,14,15,16
NPYLR7 ag,17,7,6,1,-2,36,0,0
hcGAS lum,-6,-7,-3,-8,-10,-7,-5,0
mcGAS lum,-15,.,.,.,-13,-5,-15,0

17: Cc1nc2sc(C)c(C)n2c(=O)c1NC(=O)c1ccncc1
18: CC(C)(C)c1cc(=O)n2[nH]cc(-c3ccc(Cl)cc3)c2n1
19: Cc1nn(C)cc1CN(C)Cc1nc(Cc2ccccc2F)no1
20: COc1ccc(C(=O)N2CCN(C(C(=O)Nc3ccc(OC)c(OC)c3)C3CCCC3)CC2)cc1 (centres undefined)
21: COC(=O)[C@@H]1[C@@H](NC(=O)NC(C)C)CCN1C(C)=O
22: COc1ccc(NC(=O)c2ccc(CSc3nnc(-c4ccccc4[N+](=O)[O-])n3-c3ccc(OC)cc3)cc2)cc1
23: CC(C)N1CCn2nc(C(=O)N3CCC(c4cccc(O)c4)CC3)cc2C1
24: CC(NC(=O)C1CCN(C(C)C)CC1)c1ccc2[nH]ccc2c1 (centres undefined)
entry no.,17,18,19,20,21,22,23,24
NPYLR7 ag,30,3,17,-2,-10,0,12,15
hcGAS lum,-3,-5,-9,-6,-4,9,-2,-11
mcGAS lum,.,40*,-12,-4,-6,1,.,.

25: CCN(CC)C(=O)Oc1ccc2c(ccn2Cc2ccccc2C)c1-c1ccc(OC)cc1
26: CN1CCC(N2CCCC(C(=O)N3Cc4ccccc4C3)C2)CC1 (centres undefined)
27: CCNC(=O)[C@@H]1C[C@@H](N)CN1C(=O)c1cnn(Cc2ccccc2)c1
28: Cc1cccnc1C(NC(=O)C1CCN(CCCOc2ccc(F)cc2)CC1)c1ccccc1 (centres undefined)
29: Cc1ccc(C(=O)Nc2ccc(O)c(CN3CCOCC3)c2)cc1F
30: COCc1nc(C)nc(N2CCN(C(=O)c3ccccc3Cl)CC2)c1Cc1ccccc1F
31: CCc1ccc(Nc2nc(-c3cnc(N4CCOCC4)nc3C)cc(=O)[nH]2)cc1
32: CCC(=O)N1CCCCC1C(=O)Nc1cc(C(F)(F)F)ccc1F (centres undefined)
entry no.,25,26,27,28,29,30,31,32
NPYLR7 ag,22,15,.,11,19,7,-12,5
hcGAS lum,-6,0,-7,-4,-6,-5,-5,-3
mcGAS lum,-6,.,-10,-2,.,-5,-8,-14

33: Fc1ccc(C2=NOC(CNCc3ccccc3Cl)C2)cc1 (centres undefined)
34: O=C(Nc1ccc(Oc2ccccc2F)cc1)C1CCN(Cc2ccccn2)CC1
35: Cc1cccc2cc(CO)c(-c3ccc(S(C)(=O)=O)cc3)nc12
36: COCCN1C(=O)c2ccccc2[C@H](C(=O)NC/C=C(\C)CCC=C(C)C)[C@@H]1c1cccnc1
37: CCCN(Cc1nc(-c2ccc(C(F)(F)F)cc2)oc1C)CC1CCCO1 (centres undefined)
38: CCCc1nc(NCc2sc(C)nc2CC)c2cnn(C)c2n1
39: Cc1ccc2ccccc2c1CO/N=C(/N)c1nonc1N
40: Cc1cc(C)n(CCCC(=O)N2C[C@@H](C(=O)O)[C@H](C3CC3)C2)n1
entry no.,33,34,35,36,37,38,39,40
NPYLR7 ag,-3,7,17,-7,-7,-1,-1,.
hcGAS lum,-2,-10,-8,-7,-3,2,-5,1
mcGAS lum,-4,.,.,.,-4,2,.,-1

# Next part.
# Each structure is followed by: NPYLR7 ag, hcGAS lum, mcGAS lum
41	Clc1ccc(NCCc2cccs2)nn1
  10, -7, -3
42	CC(C(=O)NCc1cc(Br)ccc1OC(F)F)n1cncn1 (centres undefined)
  2, -2, .
43	Cc1nnnn1Cc1ncnn1C1CCCCC1
  ., -5, -5
44	COc1ccc(NC(=O)CCN(Cc2ccco2)c2nc(-c3cccs3)nc3ccccc23)cc1
  17, 0, -6
45	Cc1ccc(Cl)cc1Nc1ncccc1C(=O)NCc1ccc2c(c1)OCO2
  -8, -6, -1
46	Cc1nc2c(OCC(=O)N3CCOCC3)cccn2c1N(C)C(=O)CCC1CCCC1
  -12, 0, 1
47	C=CCn1c(SCc2ccc(C(=O)NCCOC)cc2)nnc1-c1ccco1
  ., -5, -10
48	CCCCCCc1ccc(C(=O)N2CCN(C(=O)c3cc(-c4ccccc4)n(-c4cccc(OC)c4)c3C)CC2)cc1
  -10, -10, -4
49	COc1cccc(C2CCCN2S(=O)(=O)N2CCc3ccccc3C2)c1 (centres undefined)
  0, -5, -16
50	N#CCC(=O)Nc1nc2ccccc2nc1Cl
  -1, -4, .
51	COc1ccc(-c2nc3scc(CCNC(=O)/C=C/c4ccc(OC)c(OC)c4)n3n2)cc1
  2, -3, -6
52	CCc1nnc(N2C(=O)c3ccccc3C2(O)c2ccccc2)s1 (centres undefined)
  14, -13, .
53	Cc1nc2nc(N)nn2c(C)c1CCC(=O)OCC(=O)NC1CCCCCC1
  0, -7, -10
54	O=C(CC1CC2CCC1C2)N=c1ccccn1Cc1ccccc1 (centres undefined)
  9, -6, .
55	CCCc1nc(N2CCCN(C(=O)/C=C/c3ccccc3)CC2)c2c(C)nn(-c3ccccc3)c2n1
  9, -3, -6
56	COc1cccc(N/C=C(\C#N)C(=O)N2CCOCC2)c1
  -1, -3, .
57	Cn1nnnc1SCC(=O)Nc1sccc1C(N)=O
  0, -1, .
58	CN(C(=O)CCC1CCCC1)C1CCC2(CC1)OCC(C)(C)CO2
  -8, -7, -3
59	Cc1ccc(C)c(CSC(C)C(=O)N2CCC(C(N)=O)CC2)c1 (centres undefined)
  3, -6, .
60	Cc1cc(Cl)ccc1OCC(=O)N1CCCC(c2nc(-c3ccncc3)ncc2-c2ccccc2)C1 (centres undefined)
  26, -12, -12
61	O=C1CC2(CCCC2)C(=O)N1CN1CCN(S(=O)(=O)c2ccc(F)cc2F)CC1
  10, -6, .
62	Cc1noc(C)c1CCCNC(=O)c1ccc(N(C)C2CCOC2)nc1 (centres undefined)
  -2, 2, .
63	COc1ccccc1N1CC(C(=O)N2CCCC(c3nc4ccccc4s3)C2)CC1=O (centres undefined)
  2, 4, -9
64	Cc1cc(N)nc(SCC(=O)Nc2ccc(C#N)cc2)n1
  2, -13, .
65	CCOc1ccc(-c2cc(C)n3nc(C(=O)N4CCOCC4)cc3n2)cc1
  -7, -6, -5
66	CC(/C=C1\N=C(c2ccc(Cl)c(Cl)c2)OC1=O)=C\c1ccccc1
  0, -1, .
67	O=C(c1c(C(F)(F)F)ccc(Cl)c1F)N1CCN(c2nccc(-c3cccc(C(F)(F)F)c3)n2)CC1
  -10, -2, 0
68	Cn1cccc1CN1CCC2(CC1)CC(CC(=O)NC1CC1)CCO2 (centres undefined)
  ., 6, -5
69	CNc1snc(C)c1C#N
  4, -9, -2
70	Cc1cc(OCC(=O)Nc2ccc(F)c(F)c2)nc(C(C)C)n1
  -6, -1, -1
71	Cc1cccc(Oc2cc(N3CCc4ccccc4C3)ncn2)c1
  -8, -3, -8
72	CN(C)c1ccc(-c2nc3ccccn3c2NC(C)(C)CC(C)(C)C)cc1
  -7, -3&-1, -1&0
73	O=C(Nc1ccc2c(c1)OCO2)C1=CN2CCN(Cc3cscn3)C(=O)N=C2O1
  0, -2, .
74	COc1cc(-c2nc(C=Nc3cccc(Cl)c3)c(O)o2)cc(OC)c1OC
  -13, -2, -6
75	O=C(CN1C(=O)NC2(CCCCCCC2)C1=O)c1ccc(Cl)s1
  -3, -6, .
76	COc1ccc2c(c1)CCc1c(-c3ccc(C(=O)N(C)Cc4cc(OC)c(OC)c(OC)c4)cc3)n[nH]c1-2
  25, -7, -7
77	CC(C(=O)Nc1nncs1)N1CCOC2(CCCC2)C1 (centres undefined)
  ., -12, -6
78	CC(C)C1NC(=O)NC1=O (centres undefined)
  4, 3, .
79	CCCCCCC[N+](CC)(CC)CCCCc1ccc(Cl)cc1
  -4, 0, -2
80	Cc1ccc2c(c1)C1(NCCS1)C(=O)N2Cc1ccccc1Cl (centres undefined)
  24, 1, .
81	Cn1c(=O)c2c(nc(N3CCCCCC3)n2CCCc2ccccc2)n(C)c1=O
  0, -3, -8
82	O=C(C=Cc1cc2cc3c(cc2nc1Cl)OCCO3)c1cccs1
  11, -8, -3
83	Cc1onc(-c2ccccc2)c1C(=O)N1CCN(C)CC1
  2, -4, .
84	CC(C)C(=O)Nc1nc2c(F)cc(F)cc2s1
  3, 5, 2

# Entries shown so far with an aryl methoxy group:
# Each structure is followed by: NPYLR7 ag, hcGAS lum, mcGAS lum
1	COc1ccc(CC(=O)Nc2ccc(-n3nc(OCC(C)C)nc3-c3ccccc3C)cc2)cc1
  -6, -3, 0
5	COc1ccc(-n2c(Cc3ccccc3)nnc2SCc2ccc(C(=O)NC3CC3)cc2)cc1
  -9, -6, -4
20	COc1ccc(C(=O)N2CCN(C(C(=O)Nc3ccc(OC)c(OC)c3)C3CCCC3)CC2)cc1 (centres undefined)
  -2, -6, -4
22	COc1ccc(NC(=O)c2ccc(CSc3nnc(-c4ccccc4[N+](=O)[O-])n3-c3ccc(OC)cc3)cc2)cc1
  0, 9, 1
25	CCN(CC)C(=O)Oc1ccc2c(ccn2Cc2ccccc2C)c1-c1ccc(OC)cc1
  22, -6, -6
44	COc1ccc(NC(=O)CCN(Cc2ccco2)c2nc(-c3cccs3)nc3ccccc23)cc1
  17, 0, -6
48	CCCCCCc1ccc(C(=O)N2CCN(C(=O)c3cc(-c4ccccc4)n(-c4cccc(OC)c4)c3C)CC2)cc1
  -10, -10, -4
49	COc1cccc(C2CCCN2S(=O)(=O)N2CCc3ccccc3C2)c1 (centres undefined)
  0, -5, -16
51	COc1ccc(-c2nc3scc(CCNC(=O)/C=C/c4ccc(OC)c(OC)c4)n3n2)cc1
  2, -3, -6
56	COc1cccc(N/C=C(\C#N)C(=O)N2CCOCC2)c1
  -1, -3, .
63	COc1ccccc1N1CC(C(=O)N2CCCC(c3nc4ccccc4s3)C2)CC1=O (centres undefined)
  2, 4, -9
74	COc1cc(-c2nc(C=Nc3cccc(Cl)c3)c(O)o2)cc(OC)c1OC
  -13, -2, -6
76	COc1ccc2c(c1)CCc1c(-c3ccc(C(=O)N(C)Cc4cc(OC)c(OC)c(OC)c4)cc3)n[nH]c1-2
  25, -7, -7
